# Source: PubChem (several laboratories)
# SRC1 inh: human NCOA1 inhibition. Q15788. HEK293 GAL4-SRC1 luciferase reporter, luminescence. inhibition, % at 3.6 µM. 0.12% of 360,000 active;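 active = inhibition above the campaign mean plus 3 SD, with each screening campaign given its own cutoff, cut at about 60% in these data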;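 also: 0% = DMSO treated cells and 100% = gossypol at 36 µM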
# TLR9-MyD88 inh: TLR9-MyD88 interaction inhibition; 0.21% of 340,000 active; CHO BLA complementation TLR9-MyD88, CCF4 FRET ratio; AID 504734; Q9NR96+Q99836; inhibition, % at 4.98 µM;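 active = inhibition above the mean over all tested compounds plus 3 SD, cut at about 21% in these data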;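 also: 0% = DMSO only wells and 100% = clavulanate BLA inhibitor control wells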
# MC4R ag barr: agonists of human melanocortin 4 receptor (MC4R) beta-arrestin; P32245; U2OS MC4R beta-arrestin complementation, luminescence; percent of melanotan II response, DMSO zero; activation, % at 8.9 µM; 0.98% of 360,000 active; AID 540308;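 active = activation above a per-plate cutoff, the mean activation of sample wells on that plate plus 3 SD, cut at about 8% in these data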
# COUP-TFII inh: NR2F2 (human) inhibition, primary screen | P24468 | HEK293T NGFI-A luciferase reporter, luminescence | inhibition, % at 8.6 µM | 0.7% of 370,000 active | AID 686940;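 active = inhibition above a per-plate cutoff, mean inhibition of test wells between control levels plus 3 SD, cut at about 38% in these data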;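 also: cells cotransfected with COUP-TFII expression vector driving the NGFI-A reporter; 0% = median of COUP-TF2 test wells and 100% = reporter-only cells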
# LRH-1 inv ag: inverse agonists of human LRH-1 (NR5A2); O00482; HEK293T StAR-luciferase reporter, LRH-1 transfected, 24 h; inhibition, % at 3.6 µM; 0.13% of 360,000 active;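 active = inhibition above the mean inhibition of all tested compounds plus 3 SD, cut at about 73% in these data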;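 also: 0% = DMSO wells and 100% = reporter-only cells lacking LRH-1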
# SRC3 inh: human NCOA3 inhibition; Q9Y6Q9; HEK293 GAL4-SRC3 luciferase reporter, luminescence; inhibition, % at 3.6 µM; 0.17% of 360,000 active; AID 588352;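 active = inhibition above a per-campaign cutoff, the mean of all compounds plus 3 SD, cut at about 60% in these data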;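 also: 0% = DMSO-treated cells and 100% = gossypol-treated cells at 36 µM; higher means less SRC3-driven luciferase light from the GAL4 reporter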
# ABHD5 PLIN5 PPI: inhibitors of human ABHD5-perilipin-5 interaction | Q00G26+Q8WTS1 | Split G. princeps luciferase complementation, luminescence, 4 h | 0.78% of 360,000 active | AID 602281 | inhibition, % at 4 µM;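 active = inhibition above the mean inhibition across every tested compound plus 3 SD, cut at about 22% in these data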;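 also: 0% = DMSO only wells and the 100% control is not disclosed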
# EBV LMP1 NFkB: Epstein-Barr LMP1 NF-kappaB reporter inhibition; LMP1-induced NF-kappaB luciferase reporter cells, luminescence; inhibition, % at 12.5 µM; 0.69% of 350,000 active; in the data active = inhibition above about 41%;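 also: 0% = neutral control wells and 100% = reference inhibitor control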
# NOD2-RIPK2 inh: NOD2-RIPK2 protein interaction inhibition. O43353. CHO BLA complementation NOD2-RIPK2, CCF4 ratio. inhibition, % at 4.98 µM. 0.38% of 360,000 active; in the data active = inhibition above about 21%;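 also: 0% = vehicle only and 100% = reference blocker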
# NCOA2 inhibitor: inhibits human steroid receptor coactivator 2 | 0.17% of 370,000 active | Q15596 | inhibition, % at 9 µM | AID 651957 | HEK293 GAL4-SRC2 luciferase reporter, luminescence;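 active = inhibition above the mean inhibition of all tested compounds plus 3 SD, set per campaign, cut at about 52% in these data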;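 also: 0% = DMSO treated cells and 100% = cells given Gossypol at 36 µM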
# Target sequence (Q15596 whole entry, looked up, the tested form may be a part): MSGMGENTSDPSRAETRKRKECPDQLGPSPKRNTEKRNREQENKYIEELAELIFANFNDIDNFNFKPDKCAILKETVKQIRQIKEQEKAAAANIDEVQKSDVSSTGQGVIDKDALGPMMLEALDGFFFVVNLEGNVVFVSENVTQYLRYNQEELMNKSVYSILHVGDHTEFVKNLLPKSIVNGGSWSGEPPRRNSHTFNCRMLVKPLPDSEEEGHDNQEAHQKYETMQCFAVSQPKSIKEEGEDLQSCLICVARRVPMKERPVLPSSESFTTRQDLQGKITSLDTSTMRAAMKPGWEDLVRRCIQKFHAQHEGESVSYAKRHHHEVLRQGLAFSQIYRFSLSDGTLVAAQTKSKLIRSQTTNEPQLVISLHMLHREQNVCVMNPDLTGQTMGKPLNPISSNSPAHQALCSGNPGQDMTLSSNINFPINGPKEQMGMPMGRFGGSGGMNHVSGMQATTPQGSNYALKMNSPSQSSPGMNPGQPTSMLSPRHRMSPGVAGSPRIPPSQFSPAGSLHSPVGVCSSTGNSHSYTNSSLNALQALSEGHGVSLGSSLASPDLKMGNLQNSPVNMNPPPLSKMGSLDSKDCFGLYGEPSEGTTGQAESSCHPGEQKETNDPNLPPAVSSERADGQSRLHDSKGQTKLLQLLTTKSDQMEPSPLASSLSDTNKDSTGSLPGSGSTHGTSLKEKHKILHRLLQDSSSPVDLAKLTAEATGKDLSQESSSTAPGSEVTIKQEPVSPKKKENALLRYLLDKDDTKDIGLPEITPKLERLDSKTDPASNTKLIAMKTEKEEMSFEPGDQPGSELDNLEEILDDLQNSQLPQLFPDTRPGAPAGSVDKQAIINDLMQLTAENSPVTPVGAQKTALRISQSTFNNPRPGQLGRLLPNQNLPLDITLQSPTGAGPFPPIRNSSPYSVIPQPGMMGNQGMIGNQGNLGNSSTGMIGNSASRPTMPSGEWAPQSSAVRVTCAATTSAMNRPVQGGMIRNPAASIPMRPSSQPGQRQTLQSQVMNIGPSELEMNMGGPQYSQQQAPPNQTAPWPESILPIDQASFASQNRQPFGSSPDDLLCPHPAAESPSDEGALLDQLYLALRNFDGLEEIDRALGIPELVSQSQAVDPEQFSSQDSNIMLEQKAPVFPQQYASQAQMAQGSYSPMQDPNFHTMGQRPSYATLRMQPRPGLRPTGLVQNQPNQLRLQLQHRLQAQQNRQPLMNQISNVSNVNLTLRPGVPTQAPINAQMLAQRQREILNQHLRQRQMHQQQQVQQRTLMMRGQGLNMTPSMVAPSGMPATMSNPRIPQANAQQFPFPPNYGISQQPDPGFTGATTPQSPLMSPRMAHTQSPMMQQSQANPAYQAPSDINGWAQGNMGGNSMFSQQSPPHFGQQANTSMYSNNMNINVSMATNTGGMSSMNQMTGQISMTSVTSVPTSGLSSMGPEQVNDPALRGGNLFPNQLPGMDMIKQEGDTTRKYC
# MC4R antagonist: antagonists of human melanocortin 4 receptor (MC4R) | MC4R-expressing cells, MTII-stimulated cAMP, LANCE TR-FRET | 0.48% of 360,000 active | AID 540295 | inhibition, % at 6.5 µM | P32245;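 active = inhibition above its plate's cutoff, the mean of tested wells on that plate plus 3 SD, cut at about 29% in these data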;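 also: 0% = Melanotan II alone and 100% = Melanotan II plus saturating MCL0020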
#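 Material: human MC4R-expressing U2OS cells. Probe or stimulus: Melanotan II challenge. Dosing: 6.5 µM single dose. Times: 30-min compound, 1-h challenge, 1-h detection, room temperature. Technique: TR-FRET with Eu-cAMP and labeled anti-cAMP, 671 nm. Replication: singlicate.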
# Active calls of the source: *; / = no result given.
SMILES,SRC1 inh,TLR9-MyD88 inh,MC4R ag barr,COUP-TFII inh,LRH-1 inv ag,SRC3 inh,ABHD5 PLIN5 PPI,EBV LMP1 NFkB,NOD2-RIPK2 inh,NCOA2 inhibitor,MC4R antagonist
Cc1sc2ncnc(N3CCN(Cc4ccccc4)CC3)c2c1-c1ccc(F)cc1,2,-4,2.1,-19,-11,1,-7,15,2,-10,16
O=C(c1ccc(Cl)c(S(=O)(=O)N2CCCC2)c1)N1CCN(c2ccc(F)cc2)CC1,20,-1,-2.0,19,4,14,7,6,-15,7,2
Nc1cccc(Oc2ccc3c(c2)C(=O)N(CCO)C3=O)c1,-8,17,-0.9,-19,-4,1,4,-3,-8,2,8
CN(Cc1nc(-c2cnccn2)no1)CC(O)c1ccccc1 (configuration not stated),5,-1,1.3,-16,3,-16,-4,2,9,-24,11
C/C(=N\NC(=O)c1ccc(C)cc1)c1c(C)[nH]n(-c2ccccc2)c1=O,-9,-16,-2.1,-13,-30,2,-1,-1,2,-29,-13
COc1ccc(S(=O)(=O)Nc2ccccc2C(=O)Nc2nc(-c3ccc(F)cc3)cs2)cc1OC,21,-11,-3.0,-4,-6,10,3,3,-3,28,10
O=C(NC1CC1)c1ccc(CSCc2cccc(F)c2)o1,-8,-19,-0.7,3,-10,-33,-3,-9,1,-3,14
COc1ccc(S(=O)(=O)Cc2ccc(C(=O)N3CCCC3)o2)cc1,8,-1,0.1,3,-7,-3,-1,7,3,9,-2
CCOc1ccc(N2CC(C(=O)N3CCN(c4ccccn4)CC3)CC2=O)cc1 (configuration not stated),-1,10,1.3,4,-15,-11,6,-11,-5,-8,2
COC(=O)C(CO)Nc1ncnc2onc(-c3ccc(F)cc3)c12 (configuration not stated),-9,-12,-0.7,4,-4,-3,2,-6,-6,-9,26
O=c1/c(=C/c2ccc(O)c([N+](=O)[O-])c2)sc2nc3ccccc3n12,-63,/,0.8,-24,9,9,1,-12,6,-5,2
O=C(N/C(=C/c1cccs1)C(=O)N1CCCCCC1)c1ccccc1,-5,-1,-0.8,-1,17,20,-3,-8,-4,13,1
Cn1nnc2cc(C(=O)N3CCN(c4ccccn4)CC3)ccc21,7,2,1.3,5,21,0,4,7,-13,-22,1
Cc1cc(C)n2nc(SCCOc3ccc(F)cc3)nc2n1,6,-2,1.0,-17,-9,-2,-2,-3,-1,3,6
O=C(O)COc1ccc(NC(=O)c2ccc(NC(=O)c3ccco3)cc2)cc1,-13,4,-2.2,5,-20,-5,3,-4,-13,16,9
CC(C)(Oc1ccc(Cl)cc1)C(=O)NC1=NN(c2ccccc2)C(=O)C1,-10,0,6.3,-3,-22,13,-1,1,-5,18,-6
NC1=NC[C@@H](Cc2ccc(O)cc2)N1CCc1cccc(F)c1,-11,-7,-0.7,7,-33,-4,-1,-4,0,-5,-3
Cc1ccc(C(C)C)c(OCCCCCN2CCOCC2)c1,-5,-2,1.2,-5,-7,10,-4,4,-9,7,1
OC1CCN(c2cc(-c3ccccc3)nc3cc(-c4ccc(F)cc4)nn23)CC1,-6,4,-0.5,1,5,-1,-3,-4,-9,-5,2
COc1ccc(NC(=O)C(NC(=O)c2ccccc2)C(C)C)cc1 (configuration not stated),-20,3,-2.4,11,-1,-5,-7,-3,-12,-4,-1
O=C(c1ccc2c(=O)n(C3CCCC3)c(=S)[nH]c2c1)N1CCN(C2CCCCC2)CC1,-31,2,2.4,-16,2,9,3,34,5,-9,12
O=C(/C=C/c1cccc(C(F)(F)F)c1)NNC(=O)c1ccncc1,4,6,-3.4,20,10,7,-44,7,-5,15,-3
Cc1ccc(P(=O)(c2ccc(C)cc2)[C@@H](NC(c2ccccc2)c2ccccc2)c2ccccc2)cc1,/,/,/,19,1,/,2,/,-4,13,/
CC(=O)OC(C(=O)NC1CCCCC1)c1ccccc1 (configuration not stated),-19,0,-1.5,16,-6,3,-1,-3,5,12,4
Cc1ccnc(SC2CC(=O)N(c3ccc(Cl)cc3)C2=O)n1 (configuration not stated),10,12,0.2,-3,-9,-7,1,23,-15,5,-1
Cc1ccc(N2CCN(C(=O)C(=O)c3cccc(Br)c3)CC2)cc1,/,/,/,-8,36,/,-4,/,-13,-13,/
Cc1ccc(C)c(N2CCN(c3ncnc4c3cnn4-c3ccccc3)CC2)c1,-5,-3,0.2,-3,2,-16,-5,-22,0,-3,1
O=C(OCC(=O)c1c[nH]c2ccccc12)c1cccc(S(=O)(=O)N2CCCCCC2)c1,-17,-8,3.2,12,-1,18,-5,-8,-6,5,7
O=[N+]([O-])c1cccc(CSc2cccc[n+]2[O-])c1,12,-6,-2.8,6,9,0,-2,-3,-1,16,22
CCOC(=O)c1c(NC(=O)c2c(Br)cnn2C)c(C#N)nn1-c1ccccc1,3,0,-0.6,-7,4,18,-6,24,-15,-2,6
CCOC(=O)c1cnc2c(OC)cccc2c1N1CCN(c2ccccc2OC)CC1,-8,9,1.9,2,9,15,5,7,7,-13,10
CCOc1ccc(C(=O)COC(=O)c2cc(=O)[nH]c3ccccc23)cc1,-3,-12,-3.2,-7,-1,0,1,-22,0,-19,3
C[C@@H]1CN([C@@H](C)CO)S(=O)(=O)c2ccc(Br)cc2O[C@@H]1CN(C)C(=O)c1ccc(F)cc1,9,10,0.3,5,-10,6,4,12,0,3,9
CC1CC(=O)NN1C(=O)c1ccccc1 (configuration not stated),10,1,-2.5,4,2,9,-7,-1,1,-2,0
CCCN(CCC)CCCNC(=S)Nc1ccc2nc3n(c(=O)c2c1)CCCCC3,2,7,1.9,-1,-14,7,7,4,-1,-14,-1
COc1cc(O)oc1C=Nc1ccc(C(F)(F)F)cc1,-21,-1,0.9,6,-16,5,-2,11,-9,3,-2
Cc1cc(S(=O)(=O)N2CCN=C2c2ccccc2)c(C)cc1Cl,3,3,-0.3,9,0,1,-8,-3,-3,-28,6
Cc1ccccc1CN1CCN(CC2CC2)CC1CCO (configuration not stated),9,-8,-1.4,17,-6,-12,9,-6,-4,-8,11
CCN(C(=O)c1ccco1)c1nnc(-c2ccc(OC)cc2)s1,-69,0,1.5,-36,-78,-43,6,-10,-2,-32,11
Cc1ccsc1C(=O)OCC(=O)Nc1cccc(S(=O)(=O)N2CCCCC2)c1,-9,3,-0.2,-17,-8,8,1,4,-18,-12,5
CCOC(=O)N1CCN(S(=O)(=O)c2cccc3cccnc23)CC1,-17,9,-0.1,0,-3,3,2,-3,-5,-1,9
CCC(c1nnnn1CC1CCCO1)N(CCCO)Cc1cc2cccc(C)c2[nH]c1=O (configuration not stated),4,-2,1.8,5,0,9,-8,-5,-6,5,1
CN(C(=O)CCl)C1CCCc2ccccc21 (configuration not stated),6,-15,-1.1,-3,15,19,8,1,-9,0,1
COc1ccc(-c2[nH]c(-c3cc(OC)c4c(c3)OCO4)nc2-c2ccccc2)cc1,6,1,1.0,-1,-2,9,-4,-5,-18,19,11
CCOC(=O)C(Cc1ccc(NC(=O)/C(=C/c2ccccc2)NC(=O)c2ccccc2)cc1)N1C(=O)c2ccccc2C1=O (configuration not stated),12,3,-0.7,7,-7,7,3,2,-15,-4,13
O=C(NC1CCCC1)C(c1ccccn1)N(Cc1ccccc1F)C(=O)c1csnn1 (configuration not stated),-9,-8,-1.5,11,-3,23,-25,8,-4,6,6
CC1CCCN(C(=O)CCc2nnc(-c3ccc4c(c3)OCO4)o2)C1 (configuration not stated),-43,1,-2.6,10,-39,7,-1,-28,-5,-37,0
Cc1cc(Br)cc(Cl)c1OCC(=O)NC(=O)NCc1ccccc1,2,4,12*,-8,-2,1,-2,-21,-9,-2,2
COc1ccc(OC)c(/C=C/C(=O)c2ccc3c(c2)OCO3)c1,-31,-3,0.6,-11,-4,-44,7,5,-3,6,14
NC(=O)C1CCN(c2oc(-c3cccs3)nc2S(=O)(=O)c2ccc(Br)cc2)CC1,-35,-4,-1.1,5,-20,-8,4,6,-10,-20,7
Cc1nnc(SCC(=O)NC(=O)NC2CCCC2)n1N,-4,-3,-1.8,-6,5,3,3,-2,-2,-16,-2
Cc1ccc(-n2cc(-c3ccccc3)c3c(N4CCOCC4)ncnc32)cc1,16,5,0.9,2,14,2,2,-5,-6,13,9
Cc1ccc(NC(=O)CN(C)C(=O)CSc2nc3ccccc3c(=O)n2CCO)cc1,-18,-11,-0.7,8,-8,5,-1,-6,-7,5,6
CCC1C(c2ccccc2)N(C)C(c2ccccc2)CC1(O)c1ccccc1 (configuration not stated),15,-3,4.0,11,-1,6,-11,-7,-6,4,18
COC(=O)[C@@H](Cc1ccccc1)NC(=O)Cn1cnc2c(SC)nc(N)nc21,-8,-7,-2.0,12,2,7,8,-1,8,1,4
Cc1nc2cc(-c3cccs3)[nH]n2c(=O)c1C,-45,7,2.0,/,-71,-38,-1,-12,13,/,16
CCOc1ccc(/C=C/c2[nH]c(=O)[nH]c(=O)c2[N+](=O)[O-])cc1,-13,-8,0.1,23,0,-28,3,-22,5,6,8
COc1ccccc1C(C)NCC(=O)NCC(=O)Nc1ccc(F)c(F)c1F (configuration not stated),1,0,0.3,6,-19,5,4,-2,8,-3,11
CCCC(C)NC(=O)CN1C(=O)NC2(CCc3ccccc32)C1=O (configuration not stated),-28,12,-0.1,6,12,3,10,-1,1,-17,2
CCCCCN(C(=O)NC(=O)Nc1ccccc1C)S(C)(=O)=O,-5,-11,-0.1,-7,-9,6,-4,6,-2,13,-3

# Following part.
SMILES,SRC1 inh,TLR9-MyD88 inh,MC4R ag barr,COUP-TFII inh,LRH-1 inv ag,SRC3 inh,ABHD5 PLIN5 PPI,EBV LMP1 NFkB,NOD2-RIPK2 inh,NCOA2 inhibitor,MC4R antagonist
CCC(=O)N1CCc2cc(S(=O)(=O)CCC(=O)N3CCc4ccccc4C3)ccc21,-6,-2,-1.7,/,9,17,4,-1,-16,/,-1
Cc1cc(C(=O)N2CCCC(Nc3ccc(F)cc3)C2)c(C)o1 (configuration not stated),-33,-8,-2.1,25,11,7,1,-4,-2,-2,-1
Cc1ccc(F)cc1CNC(=O)C1CCC(=O)N(CCCN2CCCC2=O)C1 (configuration not stated),-8,-6,-0.8,-32,0,-14,2,-26,-1,18,5
O=C(CS(=O)(=O)Cc1ccccc1)N1CCN(c2cccc(C(F)(F)F)c2)CC1,-15,-4,-0.4,13,-3,-9,-5,-4,5,22,6
CC(=O)N1CCN(C(=O)CCC(=O)O)CC1,-3,6,0.0,13,25,5,2,5,-11,-8,9

# The list is partial; count on the stated rates, not on these rows.
